Compound activity as filed in PubChem BioAssay.
Anthrax LF inh2 = inhibitors of Bacillus anthracis lethal factor protease | P15917 | multiplex microsphere protease cleavage assay, LF | inhibition, % at 10 µM | hit rate 0.12% among 360,000 | AID 588501; note: plate controls were buffer without enzyme for full effect and enzyme alone for no effect
3CLpro inhibitor = SARS-CoV 3CLpro protease inhibition. P0C6X7. recombinant SARS-CoV 3CLpro, quenched FRET peptide cleavage. inhibition, % at 6 µM. hit rate 0.14% among 290,000. AID 1706; in the data active = inhibition above about 12%
BoNT F protease = inhibitors of Botulinum neurotoxin F light chain protease; Multiplex microsphere protease cleavage assay, flow cytometry; inhibition, % at 10 µM; hit rate 0.22% among 360,000; AID 588497; in the data active = inhibition above about 35%, passing the limit was not always enough; inconclusive = no clear call, values can overlap the other calls; note: plate controls were buffer without enzyme for full effect and enzyme alone for no effect
Rv3671c protease = inhibits the M. tuberculosis serine protease Rv3671c; AID 2606; P9WHR9; inhibition, % at 5.96 µM; hit rate 0.048% among 320,000; in the data active = inhibition above about 38%;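 note: extracellular domain of Rv3671c used as enzyme; 0% = enzyme with DMSO and 100% = no enzyme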
Target sequence (P9WHR9 whole entry, looked up, the tested form may be a part): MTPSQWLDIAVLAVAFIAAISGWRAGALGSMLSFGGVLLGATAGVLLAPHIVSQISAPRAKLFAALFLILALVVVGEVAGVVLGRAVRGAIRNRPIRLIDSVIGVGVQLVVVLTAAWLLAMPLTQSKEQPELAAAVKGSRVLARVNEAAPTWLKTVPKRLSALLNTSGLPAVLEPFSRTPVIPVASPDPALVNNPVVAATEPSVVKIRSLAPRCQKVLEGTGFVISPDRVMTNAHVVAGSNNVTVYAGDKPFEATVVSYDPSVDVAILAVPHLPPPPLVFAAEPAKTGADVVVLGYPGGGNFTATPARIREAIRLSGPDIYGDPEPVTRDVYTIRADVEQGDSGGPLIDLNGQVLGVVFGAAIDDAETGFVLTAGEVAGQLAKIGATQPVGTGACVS
VHR inh abs = DUSP3 (human) phosphatase inhibition | P51452 | recombinant VHR phosphatase, pNPP absorbance | inhibition, % at 13.3 µM | hit rate 0.52% among 290,000 | AID 1654; in the data active = inhibition above about 50%; note: some compounds called inactive have numbers as strong as hits
Target sequence (P51452 whole entry, looked up): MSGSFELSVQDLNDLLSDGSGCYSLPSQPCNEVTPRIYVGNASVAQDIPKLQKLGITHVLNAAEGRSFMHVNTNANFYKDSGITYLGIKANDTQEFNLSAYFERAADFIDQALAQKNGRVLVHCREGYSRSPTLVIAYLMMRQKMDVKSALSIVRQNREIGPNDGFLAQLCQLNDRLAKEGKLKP
PrPC TRFRET = inhibitors of human cell surface prion protein PrPC. P04156. TR-FRET read-out. inhibition, % at 13.8 µM. hit rate 0.43% among 370,000. AID 720596; in the data active = inhibition above about 24%; note: 0% = median of the test wells and 100% = reference compound wells
CCHFV vOTU inh = blocks the CCHF virus ovarian tumor domain protease; hit rate 0.55% among 370,000; CCHFV vOTU protease, Pep-AMC fluorescence; inhibition, % at 11.5 µM; AID 651958; in the data active = inhibition above about 30%; note: 0% = vehicle wells with enzyme and 100% = no enzyme wells
PriA SSB inh = inhibitors of Klebsiella pneumoniae PriA binding to SSB C-terminal tail; hit rate 0.6% among 430,000; AlphaScreen SSBct-PriA binding, biotinylated peptide; inhibition, % at 33 µM; AID 1272365; in the data active = inhibition mostly above about 37%, no sharp cut-off; inactive = mostly below about 20%;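 note: plate controls were negative control peptide for no effect and reference peptide for full effect; strong numbers were not always called active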
MazEF act = increases E. coli MazEF RNase cleavage of RNA; P0AE70; FAM/BHQ RNA-DNA oligo cleavage fluorescence, 5 h; activation, % at 20 µM; hit rate 0.32% among 350,000; AID 504720; in the data active = activation above about 50%
Target sequence (P0AE70 whole entry, looked up): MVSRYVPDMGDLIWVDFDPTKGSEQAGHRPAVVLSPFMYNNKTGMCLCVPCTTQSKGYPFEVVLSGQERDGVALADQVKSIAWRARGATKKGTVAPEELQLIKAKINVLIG
BoNT-A LC inh2 = inhibitors of Botulinum neurotoxin A light chain protease. multiplex microsphere protease substrate cleavage, flow cytometry. AID 588499. hit rate 0.17% among 360,000. inhibition, % at 10 µM; note: plate controls were buffer without enzyme for full effect and enzyme alone for no effect
Numbers without * were called inactive; ? = inconclusive; nt = no result given. Cut-off read from the data, not from the text of the source, unless noted: active = inhibition above about 30%; inconclusive = no clear call, values can overlap the other calls; inactive = below that.

Under each structure – Anthrax LF inh2	3CLpro inhibitor	BoNT F protease	Rv3671c protease	VHR inh abs	PrPC TRFRET	CCHFV vOTU inh	PriA SSB inh	MazEF act	BoNT-A LC inh2
#1 CCCCOc1ccc(C(=O)OC(C)CN(C)C)cc1 (centres undefined)
  -3.4	-1.6	4.0	-10.7	17.8	3.0	-1.0	6.2	3.0	-0.3
#2 Cc1ccc(C(=O)O)cc1S(=O)(=O)N1CCOCC1
  -1.4	0.7	-3.2	-0.1	-14.8	-1.8	-0.2	-6.3	1.1	-1.8
#3 CNC(=O)Cn1c(C)cc(=O)c2cccc(C)c21
  -28.6	0.4	-73.1	0.7	20.4	3.6	-6.3	-8.5	7.7	-5.3
#4 COc1ccccc1NC(=O)CCC(=O)c1ccc(-c2ccccc2)cc1
  1.4	2.2	3.5	-16.9	-1.0	6.6	4.5	-13.5	-41.9	2.8
#5 Cc1cc(OCCCC(=O)Nc2cccc(-n3cnnn3)c2)ccc1Cl
  0.4	0.7	-5.4	-32.1	6.8	4.7	9.1	-18.2	11.4	-0.5
#6 COC(=O)Cc1c(C)c2ccc(OC(C)C)cc2oc1=O
  0.9	-1.7	-2.9	-7.8	17.5	1.6	-95.6	-5.2	5.1	0.3
#7 CCCOC(=O)Nc1sc2c(c1C(N)=O)CCCC2
  3.8	2.8	-2.4	-8.6	10.3	-3.2	-3.1	0.9	18.8	-0.1
#8 COC(=O)CN1C(c2ccc(OC)cc2)=Nc2ccc(Cl)cc2C1c1ccccc1 (centres undefined)
  -0.2	-5.2	-2.0	-1.8	2.6	-9.1	13.3	-0.6	1.8	0.0
#9 Cc1c(O)ccc2c(CN3CCN(CCO)CC3)cc(=O)oc12
  -2.3	-1.5	-1.4	-9.3	-11.3	3.5	-132.7	9.1	3.1	0.0
#10 COCCN1C(=O)C(=O)/C(=C(/O)c2ccc(S(=O)(=O)N3CCOCC3)cc2)C1c1ccc(O)cc1 (centres undefined)
  5.2	-6.5	-3.7	7.4	5.1	-7.5	14.5	nt	-5.4	-1.1

Shown in transposed form: entries from further up
7: CCCOC(=O)Nc1sc2c(c1C(N)=O)CCCC2
8: COC(=O)CN1C(c2ccc(OC)cc2)=Nc2ccc(Cl)cc2C1c1ccccc1 (centres undefined)
screen / no.	7	8
Anthrax LF inh2	3.8	-0.2
3CLpro inhibitor	2.8	-5.2
BoNT F protease	-2.4	-2.0
Rv3671c protease	-8.6	-1.8
VHR inh abs	10.3	2.6
PrPC TRFRET	-3.2	-9.1
CCHFV vOTU inh	-3.1	13.3
PriA SSB inh	0.9	-0.6
MazEF act	18.8	1.8
BoNT-A LC inh2	-0.1	0.0

Next entries
Under each structure – Anthrax LF inh2	3CLpro inhibitor	BoNT F protease	Rv3671c protease	VHR inh abs	PrPC TRFRET	CCHFV vOTU inh	PriA SSB inh	MazEF act	BoNT-A LC inh2
#11 O=C(COc1ccc(Cl)cc1[N+](=O)[O-])N1CCCCCC1
  -5.6	3.6	-1.7	4.9	25.7	-12.3	-0.8	-1.0	0.7	0.3
#12 CCCCCCSc1cccc(-c2nc3ccc(C)cn3c2NCc2ccccc2)c1
  -10.2	nt	-0.2	-2.5	nt	6.3	0.2	-24.5	-1.5	-0.1
#13 CCOc1cccc(C(=O)Nc2ccc3oc(Cc4ccc(Cl)cc4)nc3c2)c1
  -6.2	0.6	-1.6	-125.1	31.0	5.7	-10.0	-11.9	0.4	-0.3
#14 COC(C(=O)Nc1ccc(NC(=O)C(OC)c2ccccc2)cc1)c1ccccc1 (centres undefined)
  -19.7	-2.0	?	3.3	3.6	2.8	10.9	1.5	-4.7	-3.3
#15 Cc1cccc(NC(=O)CSc2nc(=O)n(CCN3CCOCC3)c3c2CCCC3)c1C
  -0.5	nt	1.3	0.8	nt	4.2	15.6	0.6	-6.3	2.2
#16 O=C(CCNS(=O)(=O)c1cccs1)N1CCN(c2cccc(C(F)(F)F)c2)CC1
  -6.3	nt	1.9	0.2	nt	11.2	19.6	2.7	-6.7	-0.4
#17 CC1CCCCN1C(=O)COc1ccc2ccc(=O)oc2c1 (centres undefined)
  -1.1	-0.4	-6.0	2.6	9.1	-6.1	-3.5	-2.2	4.9	-0.7
#18 CCOC(=O)c1c2c3c(c(Cl)ccc3[nH]c1=O)C(=O)c1ccccc1-2
  1.0	-5.3	-1.8	nt	24.4	-18.3	6.7	5.8	16.0	7.2
#19 CCC12CN(C(=O)c3ccco3)CC(CC)(CN(C(=O)c3ccco3)C1)C2=O
  -2.1	-0.6	-2.1	-0.9	12.5	4.9	1.3	nt	-6.1	2.1
#20 COc1c(O)ccc2c1-c1c3c(cc4c1C(C2)N(C)CC4)OCO3 (centres undefined)
  -6.9	2.2	-6.7	5.9	-3.6	-2.5	-11.1	-4.9	5.1	-0.1
#21 C=CCn1c(=O)c(C(=O)Nc2ccccc2S(N)(=O)=O)c(O)c2ccccc21
  -5.8	8.3	-0.6	-5.6	18.5	-1.7	24.4	-11.9	5.0	-0.5
#22 C[C@@H]1COc2cccc(N3CCC[C@H]3CO)c2S(=O)(=O)N1
  -1.4	nt	-3.4	nt	nt	6.0	-7.1	nt	nt	-0.1
#23 O=C1NC(C2CC3C=CC2C3)Nc2ccccc21 (centres undefined)
  1.0	nt	0.9	nt	nt	6.0	-69.8	nt	3.6	-0.6
#24 COCCNC(=O)CN(C(=O)Cn1nnc2ccccc21)c1ccc(F)c(Cl)c1
  1.2	8.0	6.9	-0.1	15.9	0.4	9.2	-12.8	3.9	-0.5
#25 COc1ccccc1N(CN1C(=O)c2ccccc2C1=O)C(=O)c1cccnc1
  -2.2	-1.5	-0.4	3.4	20.8	-12.9	-2.0	-11.8	4.1	-0.2
#26 NC(=O)CSc1nnc(CSc2ncccn2)n1-c1ccccc1
  -0.5	5.7	-1.8	4.2	11.1	-6.0	-5.1	-2.5	-2.6	-0.4
#27 COc1cccc(NC(=O)Cc2nnc(SCC(=O)NC3CCCCC3)n2C)c1
  -15.0	-3.3	13.3	-5.8	22.4	5.6	-13.5	-9.1	-2.0	3.1
#28 CCOCCCNC(=O)CN1N=C(c2ccc(C)cc2)CCC1=O
  7.2	3.5	9.9	1.5	-2.0	-1.5	2.6	-9.7	-1.1	-0.9
#29 O=[N+]([O-])c1ccc(/C=N/NC(=S)Nc2ccccc2F)o1
  0.9	-2.7	34.0	7.6	17.7	-13.7	12.6	nt	2.0	7.8
#30 CC1CCC(NC(=O)CN(C)S(=O)(=O)c2cnc[nH]2)CC1 (centres undefined)
  2.0	3.9	0.4	3.9	2.7	4.8	3.1	-4.7	9.4	-0.6
#31 CCOc1cc(-c2sc(Nc3ccc(CC)cc3)n[n+]2-c2ccccc2)ccc1OC
  2.5	nt	-17.6	7.7	nt	1.8	-3.6	9.2	-1.3	-0.5
#32 Brc1ccc(-c2csc(N3CCCCCC3)n2)cc1
  10.7	3.5	-2.1	13.8	34.6	-2.4	-12.2	-12.9	1.2	-1.7
#33 CCOC(=O)c1c(NC(=O)C(Sc2ccccc2)c2ccccc2)sc(C(N)=O)c1C (centres undefined)
  1.2	4.6	-0.5	-7.2	27.3	-1.4	8.2	-11.3	-4.3	-1.0
#34 Brc1ccc(-c2ccc(CNCc3ccccn3)o2)cc1
  -6.7	1.1	?	1.6	10.7	29.7*	6.4	23.5	-5.3	2.8
#35 CC1CCC2C(=O)N(c3cc(Cl)ccc3OC(=O)c3ccco3)C(=O)C2C1 (centres undefined)
  1.9	45.9*	1.9	nt	6.8	-6.4	5.0	6.1	-1.2	-0.1
#36 N/C(=N\OCc1ccc([N+](=O)[O-])cc1)c1ccccn1
  nt	3.3	nt	0.5	9.4	nt	nt	nt	6.8	nt
#37 COc1ccc(C(=O)Nc2nc3ccc(OC)cc3s2)cc1
  -43.6	3.0	-56.9	nt	-9.2	11.2	-5.6	16.4	5.0	-17.6
#38 O=C(Nc1ccc(F)c(Cl)c1)C1CC2CCC1C2 (centres undefined)
  -8.6	nt	4.2	-4.7	nt	7.0	-2.6	-5.4	1.5	-0.6
#39 Cc1oc2cc(O)ccc2c(=O)c1-c1nncn1-c1ccccc1
  -5.9	-3.9	-2.8	6.5	3.0	4.0	-6.6	-1.1	-123.4	-0.4
#40 C=C1CC(C)OC(c2ccccc2OCC(O)CN2CCCCC2)C1 (centres undefined)
  1.1	1.5	-3.9	0.2	30.7	-2.4	-3.8	1.2	5.8	?
#41 CC(C)NC(=O)C1CCN(C2CCN(CC3CC=CCC3)CC2)CC1 (centres undefined)
  0.5	-0.3	-2.3	2.1	12.9	4.5	3.6	-3.1	-0.1	-0.1
#42 CC(Sc1nncn1C)C(=O)Nc1ccccc1-c1ccccc1 (centres undefined)
  2.3	0.1	0.9	-3.4	15.1	-7.1	3.7	3.2	-3.2	-0.3
#43 CCOC(=O)c1cc(C(C)=O)n2ccccc12
  -0.4	1.9	0.1	-3.8	9.5	4.3	-2.5	-6.4	0.0	1.0
#44 COc1ccc(NS(=O)(=O)c2cccc(C(=O)NNC(=O)c3cc(C)oc3C)c2)cc1
  -2.0	1.8	2.0	-8.8	-6.7	9.6	11.2	-0.3	-4.3	0.3
#45 Cn1c(=O)[nH]c(=O)c2c1[nH]c(=S)n2Cc1ccc(Cl)cc1
  -16.6	5.2	-14.3	-0.8	-2.2	-1.0	-7.5	-14.4	0.5	-4.9
#46 O=C(COc1ccc2c3c(c(=O)oc2c1)CCC3)N1CCN(c2ccccc2)CC1
  -0.2	-5.9	-1.4	4.8	17.9	-1.8	8.6	7.9	6.5	-0.4
#47 COc1ccc(-n2c(SCC(=O)Nc3ccccc3)nnc2-c2ccoc2C)cc1
  2.1	0.9	1.5	1.9	nt	0.3	-0.8	-7.3	-0.9	0.3
#48 O=C(N/C(=C\c1ccc(F)cc1)C(=O)N1CCOCC1)c1ccccc1
  -1.7	4.6	2.6	2.8	22.4	2.6	-2.7	-2.7	12.7	-1.0
#49 CCCCN(C(C)=O)c1c(CC)nc2ccc(C(=O)Nc3cccc(OCC(=O)N(C)C)c3)cn12
  -4.9	nt	-1.9	nt	nt	4.5	-2.5	nt	nt	0.0
#50 C=CCn1c(C)cc(C(=O)CSc2nc3ccccc3c(=O)[nH]2)c1C
  -0.5	0.2	-2.7	-4.9	-8.6	-1.4	7.2	-3.3	-0.6	-0.4
#51 CCC(C)C(=O)Nc1nnc(SCC(=O)N2C(C)CCCC2C)s1 (centres undefined)
  8.2	-3.4	-6.7	14.0	26.0	12.2	7.5	-4.2	0.9	-0.2
#52 OCCN(CCO)c1ncnc2c1oc1ccc(Br)cc12
  -26.9	-3.3	18.3	3.5	18.7	-0.8	17.2	nt	-19.2	14.0
#53 CC(C)OP(=O)(OC(C)C)C(NC(=O)c1cccc([N+](=O)[O-])c1)C(N)=O (centres undefined)
  0.2	-0.2	-6.2	3.0	47.0	-19.9	7.7	-0.7	1.4	0.4
#54 CC(C)(C)S(=O)N1Cc2cc(=O)n(Cc3ccccc3)cc2[C@@H]1CCO (some centres undefined)
  -1.3	nt	-0.7	nt	nt	0.4	-4.2	-6.7	-17.7	0.8

The list is partial. The share of hits here may be higher or lower than overall.
